Source: PubChem BioAssay (National Center for Advancing Translational Sciences (NCATS))
NPSR antagonist – neuropeptide S receptor (human) antagonism, cAMP; Q6W5P4; CHO-NPSR cells, cAMP TR-FRET, antagonist mode; Potency, µM (top dose mostly 38.3 µM), inactives show at the top dose activity change, negative = inhibition, most hits filed as inhibitors; hit rate 1% among 220,000; AID 1461; further: potency means the concentration at half of the fitted maximal effect; on the % scale 0 is the no-effect control and ±100 the full control effect; nearly all actives have a fitted effect of over 50% in size; many of its hits are not listed in these tables
Target sequence (Q6W5P4 whole entry, looked up): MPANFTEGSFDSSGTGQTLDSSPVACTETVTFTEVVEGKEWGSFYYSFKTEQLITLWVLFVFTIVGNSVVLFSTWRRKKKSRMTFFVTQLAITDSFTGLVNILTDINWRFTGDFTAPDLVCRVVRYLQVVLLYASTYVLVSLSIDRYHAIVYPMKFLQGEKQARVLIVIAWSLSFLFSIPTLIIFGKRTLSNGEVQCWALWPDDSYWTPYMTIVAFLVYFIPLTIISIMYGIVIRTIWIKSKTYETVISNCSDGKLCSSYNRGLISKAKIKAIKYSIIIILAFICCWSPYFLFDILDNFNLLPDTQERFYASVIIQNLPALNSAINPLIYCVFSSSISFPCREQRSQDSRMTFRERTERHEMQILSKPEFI
Luc counter – Kinase-Glo luciferase inhibition (counter-screen). Potency, µM (doses to about 38.3 µM), without a hit: at the highest dose activity change, negative = inhibition, most hits filed as inhibitors. hit rate 0.28% among 200,000. Kinase-Glo luciferase, ATP luminescence, 8 min; further: potency means the concentration at half of the fitted maximal effect; on the % scale 0 is the no-effect control and ±100 the full control effect; nearly all actives have a fitted effect of over 60% in size
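Light output from Kinase-Glo luciferase with luciferin and 10 uM ATP in 50 mM imidazole pH 7.2, KCl, MgCl2, Tween 20, BSA; compound pin-delivered, 8-min ambient incubation, then luminescence read.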
LMNA splice mod – modulators of lamin A splicing; Potency, µM (titrated, usually from 46.1 µM), for the others: top-dose ratio change, negative = inhibition, usual class: inhibitors; hit rate 0.01% among 200,000; AID 1487; HeLa LMNA splicing GFP/RFP minigene ratio, 48 h; active means well fitted inhibition curve with a large enough effect in the signal ratio, with a control signal flat, not every such curve was filed as active; inconclusive means small, poorly fitted or top-dose-only effect, or effect the other way, or a change in a side signal; the % refers to the signal ratio; further: potency means the concentration at half of the fitted maximal effect; on the % scale 0 is the no-effect control and ±100 the full control effect
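Read-out is the ratio of GFP to DsRed2 object intensity, acquired by 488 nm laser-scanning cytometry on HeLa lamin A-EGFP minigene reporter cells. Compound incubation 48 hrs at 37 °C in Opti-MEM with 2% FBS; DMSO 0.5% final.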
IMPase Li cell – cell-permeable IMPase inhibitors with lithium potentiation | Potency, µM (top dose mostly 59.4 µM), for inactives: at the top dose activity, negative = IMPase inhibition, usual class: inhibitors | hit rate 0.35% among 210,000 | CHO-M1 cells, IP1 TR-FRET (IP-One), carbachol + lithium;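 further: IP1 builds up when IMPase is blocked and the TR-FRET signal falls; potency means the concentration at half of the fitted maximal effect; plate controls were basal vehicle for no effect and high inhibitor control for full effect; nearly all actives have a fitted effect of over 50% in size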
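Concentration–response in CHO-M1 cells, lithium-potentiated; 30 min at 37C. IP1 detected by competitive TR-FRET after 10 min lysis at RT. Hill-fitted AC50.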
GLA spleen mod – inhibitors or activators of human alpha-galactosidase in spleen homogenate; P06280; human spleen homogenate, 4MU-alpha-Gal fluorescence, 40 min; Potency, µM (highest dose often 80 µM), without a hit: top-dose activity change, negative = inhibition, usual class: inhibitors; hit rate 0.008% among 240,000; AID 2107;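 further: potency means the concentration at half of the fitted maximal effect; 0% = enzyme with vehicle and -100% = no enzyme basal signal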
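Human spleen homogenate (1 ug) as enzyme source, 4-methylumbelliferyl-alpha-D-galactopyranoside 1 mM final, citrate/phosphate pH 5.0 with 0.01% Tween-20. Compounds 40 min at 37C, NaOH/glycine stop; fluorescence Ex 365/Em 440, Hill-fit AC50.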
CBFb-RUNX1 inh – CBF-beta/RUNX1 interaction disruption | Q01196+Q13951 | AlphaScreen CBFb-His/RUNX1-biotin binding, biochemical | Potency, µM (doses to about 59.8 µM), for the others: top-dose activity, negative = inhibition, hits mostly inhibitors | 230,000 tested, under 10 active | AID 1477; further: % of control where 0% means no effect
Target sequence (Q01196 whole entry, looked up): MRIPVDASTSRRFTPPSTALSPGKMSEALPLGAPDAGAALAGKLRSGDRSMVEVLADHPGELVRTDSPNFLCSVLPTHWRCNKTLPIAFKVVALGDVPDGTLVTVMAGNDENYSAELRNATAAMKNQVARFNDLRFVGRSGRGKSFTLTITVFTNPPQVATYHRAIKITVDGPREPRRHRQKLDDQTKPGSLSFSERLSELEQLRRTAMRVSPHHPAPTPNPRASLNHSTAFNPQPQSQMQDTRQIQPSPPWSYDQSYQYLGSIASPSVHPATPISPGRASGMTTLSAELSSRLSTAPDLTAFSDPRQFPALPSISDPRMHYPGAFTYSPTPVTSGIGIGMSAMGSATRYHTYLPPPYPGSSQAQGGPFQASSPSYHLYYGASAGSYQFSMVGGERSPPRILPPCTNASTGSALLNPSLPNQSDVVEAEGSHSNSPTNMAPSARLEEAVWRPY
Target sequence (Q13951 whole entry, looked up): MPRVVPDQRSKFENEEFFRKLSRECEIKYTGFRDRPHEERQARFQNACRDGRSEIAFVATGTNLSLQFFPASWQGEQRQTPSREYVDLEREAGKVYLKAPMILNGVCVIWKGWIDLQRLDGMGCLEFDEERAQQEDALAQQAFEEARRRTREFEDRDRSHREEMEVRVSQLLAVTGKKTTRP
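His-tagged CBF-beta and biotinylated RUNX1 (30 nM each) were premixed 20 min at room temperature, exposed to compound for 15 min, then given nickel-chelate and streptavidin AlphaScreen beads (50 ng each). After 90 min, AlphaScreen signal was read.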
Epigenetic reg – regulators of epigenetic silencing causing reporter derepression in mouse cells; murine LDR cells, GFP reporter derepression, 30 h; Potency, µM (top dose mostly 53.9 µM), inactives show at the highest dose GFP activation, hits mostly activators; hit rate 0.2% among 280,000; further: potency means the concentration at half of the fitted maximal effect; % of control where 0% means no effect; nearly all actives have a fitted effect of over 60% in size
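Derepression of a silenced CMV-GFP reporter in murine LDR cells is scored by enumerating GFP-positive cells with a laser-scanning microplate cytometer after 30 hours of treatment at 37 C.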
* = called active by the depositor; ? = inconclusive; . = not tested or not shown; & = joins results of further samples; [ ] = dose if it differs, or a comment. Unless noted, the call rests on the fitted dose curve; in most records, active means well fitted curve in the direction sought with a large enough effect; inconclusive means small, poorly fitted or top-dose-only effect, or another doubt; inactive means no such curve, though single readings can be large; an effect the other way counts as inactive or inconclusive. Only part of the results is shown; rates above refer to the full screens.

SMILES | NPSR antagonist | Luc counter | LMNA splice mod | IMPase Li cell | GLA spleen mod | CBFb-RUNX1 inh | Epigenetic reg
Nc1cc(Cl)ccc1O | . | . | . | 9% | 5% | -7%[21.7 µM] | .
CCOC(=O)N(c1ccccc1)P1(=S)OCC(C)O1 (stereo not given) | -21%[46.1 µM] | 1% | -5% | 2%[38.3 µM] | -5% | 3% | -2.3%
Oc1ccc(/C=N/NP(=S)(c2ccccc2)c2ccccc2)c(O)c1O | ? | 2% | 16% | 32%[activator][38.3 µM] | -2% | -19% | 3.8%
Cc1ccc(CC2C(=O)N(C)C(=O)N(C)C2=O)s1 | -11%[46.1 µM] | -2% | 15% | 22%[38.3 µM] | 0% | -2% | 2.6%
COc1cc2[nH]c(=O)n(-c3ccccc3)c(=O)c2cc1OC | 8%[46.1 µM] | 0% | -8% | 18%[38.3 µM] | 15% | -1% | 1.0%
CCCCn1c(O)c(C(C)=NCCCN(CC)CC)c(=O)[nH]c1=O | -10%[46.1 µM] | -2% | 3% | 31%[activator][38.3 µM] | -1% | 3% | -1.0%
CN1CCN(c2c(N)c(=O)oc3ccccc23)CC1 | 0%[46.1 µM] | -7% | 2% | 6%[38.3 µM] | 6% | 2% | -2.9%
CCN1CCN(c2nc3ccccc3s2)CC1 | -4%[46.1 µM] | 0% | 3% | 6%[38.3 µM] | 5% | 3% | -3.8%
CN1CCN(/N=C/c2c(O)n(C)c(=O)n(C)c2=O)CC1 | -19% | -8% | . | 0% | 4% | -2% | 6.6%
CCCCC/C=C\C=C\[C@H](CCCCCCCC(=O)O)OO | . | -2% | . | -3%&7% | -7%&5% | 1%&-9% | 0.0%&-0.3%
CCN(CC)C(=O)c1ccc(NC(=O)c2cccc(F)c2)cc1 | -3%[46.1 µM] | -22% | 12% | 4%[38.3 µM] | 2% | 5% | -1.0%
O=[N+]([O-])c1ccc(C2[C@H]3C(c4ccccc4)=NC4(CCCC4)N23)cc1 (stereo not given in full) | -48% | 0% | -9% | 6% | 0% | 2% | 0.0%
CC(=NCC1CCCO1)c1c(O)n(C2CCCCC2)c(=O)[nH]c1=O (stereo not given) | -2% | . | . | . | 9% | 14% | 5.7%
CCc1c(C)nc(N)nc1N1N=C1SC(C(C)=O)C(C)=O | -9% | 2% | . | 2% | 2% | 8% | -1.9%
Cc1nn(Cc2ccccc2)c(C)c1C(=O)NCc1ccccc1F | 16% | -2% | . | -4% | 5% | 2% | -0.4%
Nc1ccc(CCN2CCN(c3cccc(C(F)(F)F)c3)CC2)cc1 | 6%[46.1 µM] | -3% | -16% | 13%&23% | -1%&-1% | -9%&17% | -0.1%&0.0%
CCCC(=O)Nc1cc(C(=O)N2CCC3(CC2)OCCO3)ccc1S(=O)(=O)c1ccc(C)cc1 | -9%[46.1 µM] | 5% | 2% | -17%[38.3 µM] | 0% | -3% | 0.0%
COc1cc(/C=N/n2cnnc2)ccc1OC(=O)N(C)C | 5%[46.1 µM] | -1% | 12% | 24%[38.3 µM] | 1% | 7% | 0.9%
CCCCCCCCCCCC[N+](C)(C)CCOc1ccccc1 | . | . | ? | 29% | 10% | 29%[21.7 µM] | .
CC(C)OCCCNC(=O)c1c(N)n(CC2CCCO2)c2nc3ccccc3nc12 (stereo not given) | -26%[46.1 µM] | -4% | -18% | 16%[38.3 µM] | ? | ? | -20%
COC(=O)[C@@]1(Cc2ccc(F)cc2)[C@H]2c3cc(C(=O)N(C)C)[nH]c3C[C@H]2CN1C(=O)c1ccccc1 | -33% | -1%&-13% | 20% | 7%&20% | 4%&-5% | 0%&5% | 0.2%&0.3%
Cc1ccc(O)c(C(CCN(C(C)C)C(C)C)c2ccccc2)c1 (stereo not given) | . | -3% | -3% | 17% | 4% | . | -0.9%
CC(C#N)CCC#N (stereo not given) | . | . | . | -16% | 5% | 0%[21.7 µM] | .
O=C(O)c1ccccc1Nc1cccc(C(F)(F)F)c1 | -16% | 0% | ? | -1%&-12%&-7%&6%&-2% | 1% | ? | -2.6%
C=CCN(CC=C)C(=O)Nc1ccc(OCC)cc1 | -6% | -5% | 0%[46 µM] | 4% | -3% | 3% | 1.6%
SMILES | NPSR antagonist | Luc counter | LMNA splice mod | IMPase Li cell | GLA spleen mod | CBFb-RUNX1 inh | Epigenetic reg
Cc1cc(C=C2C(=O)NC(=O)NC2=O)c(C)n1-c1ccc2c(c1)OCO2 | 10%[46.1 µM] | -19% | -11% | 14% | -12% | -2% | 0.0%
CN1CCC2(CC1)CCN(C(=O)c1ccco1)CC2 | . | -3% | . | 5% | 3% | . | .
CCn1c(O)c(C(c2ccccn2)c2c(O)n(CC)c(=S)[nH]c2=O)c(=O)[nH]c1=S | -10%[46.1 µM] | -5% | 1% | -11%[38.3 µM] | -7% | ? | -3.4%
COc1ccccc1N1CCN(Cc2c(F)cccc2F)CC1 | -2%[46.1 µM] | 0% | 11% | 27%[38.3 µM] | -4% | 5% | -1.1%
CC(C)NC(C)C(=O)C12CC3CC(CC(C3)C1)C2 (stereo not given) | -7%[46.1 µM] | 0% | 11% | -1%[38.3 µM] | 8% | 0% | -5.1%
Cc1nn(Cc2ccccc2)c(Cl)c1C(=O)OCC(=O)N1CCCC1 | 11% | 1% | . | 2% | 0% | -4% | 0.2%
O=c1[nH]c(=S)n(C2CC2)c(O)c1C=NCC1CCCO1 (stereo not given) | 12% | . | . | . | -5% | 0% | 0.1%
CC1=CC(=Cc2sc3ccccc3[n+]2C)C=C(C)O1 | -38% | 0% | . | 39%[activator] | 0% | -1% | 11µM*
CSC(=Nc1ccccc1)c1c(O)n(C)c(=O)n(C)c1=O | -6%[46.1 µM] | -5% | ? | -34%[38.3 µM] | 2% | 0% | -3.9%
CCNC(=O)NC(=O)C(C)OC(=O)c1c(C)nn(Cc2ccccc2Cl)c1Cl (stereo not given) | 8% | 4% | ? | 9% | -4% | 0% | 0.0%
CCCCC(=O)N/N=C/c1c(O)n(C2CC2)c(=S)[nH]c1=O | 18% | -3% | -12% | 2% | 0% | ? | -1.9%
CC1(C)CN=C(Nc2ccccc2C(F)(F)F)S1 | -19%[46.1 µM] | -3% | 10% | -12%[38.3 µM] | 5% | 6% | -0.9%
COc1ccc(NC2=NC(C)(C)CS2)cc1 | 13% | 0% | -13%[46 µM] | 15% | 1% | 0% | 0.9%
CC(C)NC[C@H](O)COc1cccc2[nH]ccc12 | -9%[46.1 µM] | 0%&-2% | ? | 34%&26%&9%[activator] | 10%&-4%&3%&-4% | 1% | 1.2%&1.1%&1.1%&1.0%
O=C(O)Cn1cc(C(=O)c2ccccc2)c2ccccc21 | -10%[46.1 µM] | 2% | -5% | 3%[38.3 µM] | -12% | 6% | 0.0%
COc1ccc(OCC#CCN2CCCCCC2)cc1 | 12% | 1% | -7%[46 µM] | 22% | 4% | 8% | -1.5%
Cn1c(O)c(/C=N/NC(=O)c2ccncc2)c(=O)[nH]c1=S | 22% | . | 10%[46 µM] | . | -7% | -7% | 1.1%
CN1CCN(C(=O)COc2ccc(-c3nc4ccccc4s3)cc2)CC1 | -3%[46.1 µM] | -25% | -3% | 12%[38.3 µM] | 7% | 1% | -0.4%
Cc1ccc(C)c(-n2c(C)nc3ccccc3c2=O)c1 | -28% | . | . | . | 6% | 4% | -1.0%
CN(C)/C=C(\C=[N+](C)C)c1[nH]ncc1[N+](=O)[O-] | 24% | . | . | 3% | -27% | -4% | 2.6%
CC(=NCC1CCCO1)c1c(O)n(-c2ccc(C)cc2)c(=O)[nH]c1=O (stereo not given) | 1%[46.1 µM] | -1% | -11% | 14%[38.3 µM] | 7% | 0% | 1.0%
CNCC(C)c1ccccc1 (stereo not given) | 8% | -3% | -14%[46 µM] | 0% | 0% | -2% | 9.5%
N#CC1=C(N)Oc2cc(O)ccc2C1c1ccc2c(c1)OCO2 (stereo not given) | 2% | 1% | . | 9% | -11% | 0% | -1.1%
Nc1c(C(=O)NCCc2ccccc2)c2nc3ccccc3nc2n1CCN1CCOCC1 | -22%[46.1 µM] | -4% | ? | 6%[38.3 µM] | 29% | ? | 0.0%
CN1C(=O)C(=Cc2sc(=O)n(-c3ccccc3)c2N2CCCCC2)C(=O)N(C)C1=O | -43% | . | . | . | 0% | -3% | 1.0%
SMILES | NPSR antagonist | Luc counter | LMNA splice mod | IMPase Li cell | GLA spleen mod | CBFb-RUNX1 inh | Epigenetic reg
CCCCCCN=C(C)c1c(O)n(Cc2ccccc2)c(=O)[nH]c1=O | 11%[46.1 µM] | 21% | -3% | 22%[38.3 µM] | 1% | 3% | -0.7%
CC(=NCCN1CCOCC1)c1c(O)n(Cc2ccccc2)c(=O)[nH]c1=O | -10%[46.1 µM] | -4% | 23% | -8%[38.3 µM] | 9% | 2% | 0.0%
O=CC(Cl)P(=O)(N1CCOCC1)N1CCOCC1 (stereo not given) | 25% | . | . | . | -6% | 3% | -2.0%
O=C1NC(=O)C(=Cc2coc3ccc(O)cc3c2=O)C(=O)N1 | ? | . | -18%[46 µM] | . | 6% | 0% | 1.1%
CC(=O)OC1(c2ccc(C)cc2)CN2CCC1c1ccccc12 (stereo not given) | -18%[46.1 µM] | 6% | 9% | -10%[38.3 µM] | 0% | -1% | -3.3%
Cc1[nH]c2c(C(F)(F)F)cccc2c1CCN | 3%[46.1 µM] | -4% | -2% | 22%[38.3 µM] | -3% | 7% | -2.1%
Clc1ccc(N2CCNCC2)nn1 | 1% | 1% | ? | 2% | 2% | 0% | 3.2%
C=Cn1ccnc1P(=S)(c1ccn(C)c1)c1nccn1C=C | -22%[46.1 µM] | -3% | 8% | -4%[38.3 µM] | 12% | -15% | -1.1%
CN1CCCCC1c1ccc(-c2cccnc2)nc1 (stereo not given) | -27% | 0%&-3% | 9% | 3%&15%&5% | -4%&-1%&-4% | 12%&8% | 6.5%&-3.7%&-2.0%
COc1ccc(-c2nc(CS(=O)CC(=O)N3CCC4(CC3)OCCO4)c(C)o2)cc1 (stereo not given) | -5%[46.1 µM] | 1% | 1% | 4%[38.3 µM] | -3% | -3% | -1.1%
O=C(C1CC(c2ccc(F)cc2)=NO1)N1CCC2(CC1)OCCO2 (stereo not given) | 1%[46.1 µM] | -3% | 2% | 38%[38.3 µM] | -7% | 3% | -0.1%
ClC(Br)Br | . | . | . | 3% | -6% | -2%[21.7 µM] | .
CN(C/N=C(\N)N[N+](=O)[O-])S(=O)(=O)c1ccccc1 | 26% | 2% | . | -9% | 0% | 5% | 6.8%
